GPR55 activation: GPR55 agonists via beta-arrestin recruitment, primary screen, imaging, U2OS cells, beta-arrestin-GFP redistribution (AID 1961) | U2OS GPR55 beta-arrestin-GFP redistribution imaging; higher % means a stronger effect | activation, % at 10 µM; hits with a dose series show EC50 in µM | 290,000 tested, 0.048% active;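 active = activation above 40% with more than 50 cells counted in the well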;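 also: U2OS osteosarcoma cells stably expressing GPR55 and beta-arrestin-GFP; plate controls were DMSO negative control for no effect and LPI positive control for full effect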
K1F lysis inhibition: protection from phage-mediated lysis, alamar blue read-out – E. coli UTI89, K1F phage, bacterial capsule biogenesis inhibitors (AID 488966). 340,000 tested, 0.02% active. inhibition, % at 100 µM; hits with a dose series show IC50 in µM. E. coli UTI89 K1F phage lysis, alamar blue, 2 h; higher % means a stronger effect;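 active = phage lysis inhibition, versus mean bacterial control, above a set limit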;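 also: capsule biogenesis inhibitors block K1F phage lysis so surviving cells raise fluorescence; higher fluorescence means more inhibition of phage lysis; actives were called in the ten point dose series up to 300 µM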
GPR35 arrestin U2OS: inhibition of zaprinast-stimulated GPR35 beta-arrestin translocation – imaging, U2OS, beta-arrestin-GFP, zaprinast agonist, primary screen (AID 2058); U2OS GPR35 beta-arrestin-GFP translocation imaging, zaprinast antagonism; higher % means a stronger effect; inhibition, % at 10 µM; hits with a dose series show IC50 in µM; 290,000 tested, 0.052% active;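 active = inhibition of at least 50% with at least 30 cells and total cytoplasm GFP at most 10,000,000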
NTR1 ag: agonists of NTR1, primary screen, imaging, U2OS cells, beta-arrestin-GFP, high content (AID 493036) | P30989 | NTR1-U2OS beta-arrestin-GFP spot imaging, agonist mode | activation, % at 20 µM | 330,000 tested, 0.17% active;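 active = activation at or above 40% of the spot to cytoplasm intensity ratio, with at least 20 cells analyzed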;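 also: 0% = DMSO without peptide and 100% = 100 nM NTR1 peptide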
Target sequence (P30989 whole entry, looked up): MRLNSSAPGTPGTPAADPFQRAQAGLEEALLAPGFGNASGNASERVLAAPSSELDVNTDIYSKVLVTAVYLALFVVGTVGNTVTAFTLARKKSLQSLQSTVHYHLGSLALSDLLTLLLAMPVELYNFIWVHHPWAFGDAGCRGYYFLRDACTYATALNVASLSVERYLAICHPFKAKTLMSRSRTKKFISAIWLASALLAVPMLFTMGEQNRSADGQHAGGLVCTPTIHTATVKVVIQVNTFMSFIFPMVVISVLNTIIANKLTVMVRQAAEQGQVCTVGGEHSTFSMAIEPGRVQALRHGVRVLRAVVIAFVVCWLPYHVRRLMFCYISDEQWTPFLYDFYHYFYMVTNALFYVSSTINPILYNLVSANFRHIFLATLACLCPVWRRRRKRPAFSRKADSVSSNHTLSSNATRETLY
MgcRacGAP inhibition: MgcRacGAP GTPase-activating activity inhibitors, confirmation, biochemical, ADP Hunter fluorescence | AID 624330 | one-dose inhibition, % at 30 µM; IC50 in µM for titrated hits | MgcRacGAP-stimulated Rac1 GTP hydrolysis, ADP Hunter fluorescence; higher % means a stronger effect; GST-tagged Rac1 F28L mutant substrate | 340,000 tested, 0.6% active;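 active = first-screen hits whose inhibition reached a set limit at any dose in the follow-up dose series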;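 also: fluorescence reports GDP produced by GAP-driven GTP hydrolysis; strong numbers were not always called active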
KOR beta-arrestin-1: KOR antagonists, beta-arrestin recruitment, cell-based, luminescence, uHTS (AID 1778) | KOR beta-arrestin recruitment, luminescence, antagonist mode; higher % means a stronger effect | inhibition, % at 10 µM, or IC50 in µM where a hit was titrated | 290,000 tested, 0.091% active; in the data active = inhibition above about 50%; also: strong numbers were not always called active
GPR55 antagonists: GPR55 antagonists blocking LPI-driven arrestin recruitment, primary screen, imaging, U2OS, beta-arrestin-GFP, LPI agonist (AID 2013); 290,000 tested, 0.13% active; U2OS GPR55 beta-arrestin-GFP translocation imaging, LPI antagonism; higher % means a stronger effect; inhibition, % at 10 µM, or IC50 in µM where a hit was titrated;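 active = spots per cell inhibited over 60%, with over 100 cells counted and total cytoplasm intensity under 500,000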;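 also: U2OS cells stably carrying GPR55 and arrestin-GFP stimulated by 5 µM LPI near EC80; imaged beta-arrestin-GFP aggregate spots per cell after agonist stimulation; plate controls were LPI-stimulated DMSO wells for no effect and DMSO wells without LPI for full effect; some results filed as inactive read as strong as hits; confirmed hits need IC50 under 10 µM and bright autofluorescent wells are also inconclusive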
KOR beta-arrestin-2: KOR agonists, beta-arrestin recruitment, primary screen, cell-based, luminescence, uHTS (AID 1777); KOR beta-arrestin recruitment, luminescence; higher % means a stronger effect; 280,000 tested, 0.02% active; one-dose activation, % at 10 µM; EC50 in µM for titrated hits; in the data active = activation above about 50%, passing the limit was not always enough; also: a part of the inactive calls stands beside numbers as strong as those of hits
NOD1 NF-kB reporter: inhibition of NOD1-driven NF-kB reporter – cell-based, luminescence, uHTS, primary screen (AID 1578). 290,000 tested, 1% active. NOD1-driven NF-kB luciferase reporter cells, luminescence; higher % means a stronger effect. inhibition, % at 4 µM, or EC50 in µM where a hit was titrated; in the data active = inhibition mostly above about 36%, no sharp cut-off; inactive = mostly below about 34%;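 also: HEK-293T reporter cells stimulated with the NOD1 agonist gamma-tri-DAP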
NTR1 ag cell count 20 µM: further read-out of NTR1 ag, marked with its call; cell count; measured here: cell count, cytotoxicity flag
* = called active by the depositor; / = not tested or not shown; [ ] = remark or other dose.

SMILES	GPR55 activation	K1F lysis inhibition	GPR35 arrestin U2OS	NTR1 ag	NTR1 ag cell count 20 µM	MgcRacGAP inhibition	KOR beta-arrestin-1	GPR55 antagonists	KOR beta-arrestin-2	NOD1 NF-kB reporter
CCCN1C(=O)/C(=C2\SC(=S)N(c3c(C)n(C)n(-c4ccccc4)c3=O)C2=O)c2ccccc21	-0.1%	/	-13%	3.2	60	/	3%	-15%	0.1%	-8%
Cc1ccc(NC(=O)CSc2ncccn2)c([N+](=O)[O-])c1	-0.2%	0.1%	3%	0.1	60	-1%	3%	14%	-2.8%	-41%
NC(=O)c1ccc(NC(=O)C2COc3ccccc3O2)cc1 (stereo not given)	-0.2%	0.4%	-2%	0.9	71	7%	-32%[20 µM]	7%	-3.4%	-23%
O=C(NCc1cccc(C(F)(F)F)c1)C1CC(c2ccccc2[N+](=O)[O-])=NO1 (stereo not given)	0.2%	1.0%	1%	1.1	59	1%	-42%	-22%	12%	/
Cc1cc(OCC(=O)NNC(=O)c2cnccn2)cc(C)c1Cl	0.0%	0.2%	-3%	0.8	72	6%	-5%	-1%	-0.7%	7%
CCOC(=O)N1CCN(C(=O)c2cc(-c3ccc(F)cc3)[nH]c2C)CC1	-0.1%	-0.1%	5%	3.8	83	7%	-8%	-2%	-0.6%	-2%
Cc1ccc(NC(=O)c2sc3nc[nH]c(=O)c3c2C)c(C)c1	0.3%	-0.1%	3%	2.5	46	-2%	9%	6%	-0.7%	2%
CCN(Cc1ccccc1)C(=O)CN1C(=O)COc2ccc(S(=O)(=O)N3CCCCCC3)cc21	-0.1%	0.2%	-3%	0.6	65	12%	-14%	2%	-1.1%	-13%
CCOC(=O)COn1c(=O)c(-c2cccs2)[n+]([O-])c2ccccc21	-0.1%	0.2%	6%	-0.6	64	6%	21%	1%	-1.8%	-24%
COC(=O)C(C)Sc1nnc(-c2ccncc2)o1 (stereo not given)	-0.1%	-0.1%	-4%	-1.3	63	-11%	8%	-6%	-3.2%	/
O=C(O)CC1=C(O)C(=O)N(c2ccccc2)C1c1ccc(Cl)cc1 (stereo not given)	0.2%	-0.5%	5%	-1.7	45	6%	-25%	5%	3.5%	1%
COc1ccc(/C=C2\SC(=O)N(CCNC(=O)Cn3cnnn3)C2=O)cc1	-0.1%	0.0%	1%	-0.5	64	9%	3%	16%	-0.7%	-35%
Cn1cc(Br)c(C(=O)N2CCc3ccccc32)n1	-0.3%	1.6%[50 µM]	-4%	0.1	43	5%	14%	11%	0.5%	-32%
CN(CCc1ccccn1)C(=O)CCC1CCCN(C(=O)CCOc2ccccc2)C1 (stereo not given)	0.0%	0.2%	16%	0.9	93	9%	12%	-3%	-4.1%	-24%
CCOC(=O)CSC1=C(C#N)C(c2ccc(Cl)cc2)CC(=O)N1 (stereo not given)	0.2%	-1.0%	-8%	1.5	47	18%	37%	-5%	-9.6%	17%
CC(C)OC(=O)Cn1c(=O)oc2ccccc21	0.2%	0.3%	-6%	-1.7	93	3%	7%	2%	-2.0%	-6%
Cc1cc(C)c[n+](CC(=O)c2cc3ccccc3oc2=O)c1	-0.1%	0.0%	-3%	0.9	52	0%	4%	10%	8.3%	6%
Cc1[nH]n2cnnc2c(=O)c1Br	0.0%	0.3%	-1%	-0.6	64	9%	-10%	-8%	2.8%	-11%
COc1ccccc1CN1CC(C(=O)NCCn2ccc(C)n2)CCC1=O (stereo not given)	-0.2%	0.0%	2%	-1.2	67	4%	-46%	6%	-3.0%	-22%
CCN(CC)CCCNc1nc2ccccc2[nH]1	0.3%	-0.5%	-6%	2.1	69	7%	-30%	6%	-2.1%	-19%
COC(=O)c1ccc(-n2c(C)cc(-c3csc(NC(=O)c4ccc(S(=O)(=O)N(C)C)cc4)n3)c2C)cc1	0.0%	2.0%	-14%	3.6	47	11%	-6%	16%	8.2%	35%
Cc1cc(C)n(CC(O)CN(c2cccc([N+](=O)[O-])c2)S(=O)(=O)c2ccccc2)n1 (stereo not given)	0.0%	-0.8%	10%	0.5	55	-10%	25%	-2%	-3.7%	-44%
COc1ccc(C2=NO[C@@H]3C(=O)N(c4ccc(C)cc4C)C(=O)[C@H]23)cc1OC	0.3%	-0.4%	4%	1.8	76	3%	24%	7%	-0.3%	-14%
COc1cc(/C=N/Nc2nc3ccccc3s2)ccc1O	0.2%	2.0%	11%	8.9	54	70µM*	-11%	-6%	9.0%	1%
O=C(COc1ccccc1[N+](=O)[O-])Nc1ccc(Br)cc1	-0.6%	0.0%	-4%	5.2	60	-2%	-10%	0%	9.8%	-6%
Cc1ccc(C(O)c2nc3ccccc3n2C)cc1 (stereo not given)	-0.1%	0.1%	-1%	0.2	73	8%	12%[20 µM]	9%	-6.7%	-8%
COC(=O)C1=C(O)/C(=C\c2ccc(CNS(=O)(=O)c3ccccc3)o2)N=C1C	-0.2%	2.3%	-6%	-0.4	50	11%	12%	-1%	19%	-8%
Cc1ccc(C(=O)NCCc2ccc(S(N)(=O)=O)cc2)o1	-0.1%	1.6%	0%	0.7	29	7%	-1%	5%	-7.1%	-15%
CCOc1ccc(NC(=O)CSc2n[nH]c(N)n2)c([N+](=O)[O-])c1	-0.1%	3.0%[50 µM]	13%	1.4	69	5%	-4%	1%	-0.8%	0%
OCCNCc1cccc2ccccc12	-0.1%	0.6%	3%	-1.6	86	3%	-18%[20 µM]	-3%	-4.6%	-2%
COC(=O)Cn1c(C(=O)N2CCCC2)cc2c1C[C@H]1CN(C(=O)c3ccccc3)[C@@](Cc3ccc(F)cc3)(C(=O)OC)[C@@H]21	-0.1%	0.8%	1%	6.4	104	6%	15%	11%	-1.5%	4%
COc1ccc(-c2nc(N3CCC(C)CC3)[nH]c(=O)c2C#N)cc1	0.9%	0.6%	-1%	-0.5	44	4%	-3%	3%	7.6%	73%*
CC(C[N+](C)(C)C)OC(N)=O (stereo not given)	0.1%	2.7%	-8%	0.0	72	2%	-44%	6%	-0.6%	-24%
O=C(Cn1ncc(Cl)c(Cl)c1=O)N1CCOCC1	-0.4%	/	5%	0.3	36	/	-5%	1%	-6.3%	7%
COC(=O)c1cc2nc(-c3ccccc3)cc(C)n2n1	-0.1%	0.5%	-16%	-0.8	48	6%	21%	6%	-2.2%	-27%
COc1ccc(NC(=S)NC(NC(=O)c2ccc(Cl)cc2Cl)C(Cl)(Cl)Cl)c([N+](=O)[O-])c1 (stereo not given)	0.2%	1.4%	-8%	11	40	2%	36%	-9%	-5.8%	/
CCCCOC(=O)c1ccc(N=Nc2c(C)c(C#N)c(O)[nH]c2=O)cc1	0.3%	-0.5%[50 µM]	-13%	7.6	69	15%	-28%	-4%	1.6%	-4%
COc1ccc(OC)c(C2/C(=C(/O)c3ccc(C)cc3)C(=O)C(=O)N2Cc2ccco2)c1 (stereo not given)	-0.1%	0.0%	-9%	-1.4	66	-5%	0%	-11%	0.5%	-8%
N/C(=N\OC(=O)c1ccccc1)c1cccnc1	-0.1%	0.1%	18%	-0.2	80	-7%	-17%[20 µM]	-2%	/	-26%
CN1CCN(c2ccc(NC(=O)c3ccc4c(c3)OCO4)cc2)CC1	0.1%	0.1%	10%	-2.4	82	9%	6%	-3%	-1.8%	-53%

Arranged by the number under GPR55 activation (largest number first): three from the list above.
structure	GPR55 activation
CN1CCN(c2ccc(NC(=O)c3ccc4c(c3)OCO4)cc2)CC1	0.1%
COC(=O)c1ccc(-n2c(C)cc(-c3csc(NC(=O)c4ccc(S(=O)(=O)N(C)C)cc4)n3)c2C)cc1	0.0%
N/C(=N\OC(=O)c1ccccc1)c1cccnc1	-0.1%

The list continues.
SMILES	GPR55 activation	K1F lysis inhibition	GPR35 arrestin U2OS	NTR1 ag	NTR1 ag cell count 20 µM	MgcRacGAP inhibition	KOR beta-arrestin-1	GPR55 antagonists	KOR beta-arrestin-2	NOD1 NF-kB reporter
Cc1cc(C)n2nc(C(=O)N(C)C(c3ccccc3)c3ccccc3)nc2n1	0.0%	-1.4%	-12%	2.8	41	4%	-10%	6%	-2.2%	-17%
COc1ccc(NC2CCCN(C(=O)c3ccc4[nH]c(C)c(C)c4c3)C2)cc1 (stereo not given)	-0.2%	0.2%	21%	0.1	76	81µM*	-26%	20%	0.9%	-20%
CCOc1ccccc1CN1CCNC(=O)C1CC(=O)N(C)Cc1nonc1C (stereo not given)	-0.1%	-0.1%	-7%	-0.2	63	7%	-15%	16%	2.4%	-22%
C/C(=N\NC(=O)c1c([N+](=O)[O-])c(C)nn1C)c1ccc(NC(=O)c2ccc(C)o2)cc1	0.0%	0.0%	15%	1.8	48	-8%	-1%	13%	-0.7%	-62%
O=C(Nc1c2c(nn1-c1ccc(F)cc1)CSC2)c1ccc(S(=O)(=O)N2CCOCC2)cc1	-0.3%	6.2%	6%	1.3	52	9%	10%	12%	-3.8%	-22%
CC(C)Cc1ccc(C(C)C(=O)OCC(=O)c2c[nH]c3ccccc23)cc1 (stereo not given)	-0.1%	0.0%	10%	14	32	3%	-40%	3%	3.1%	4%
COc1ccc(C(=O)CN2C(=O)c3ccccc3C2=O)c(OC)c1	-0.2%	0.3%	-19%	1.5	58	4%	9%	10%	6.9%	-19%
COc1ccc(NC(=O)COc2ccc(/C=C/c3cccc[n+]3C)cc2OC)cc1	-0.2%	0.3%	-2%	0.5	36	8%	34%	-8%	1.2%	26%
Cn1cnc([N+](=O)[O-])c1SCC(=O)NN	-0.2%	0.2%	-11%	0.5	61	13%	32%	-12%	1.8%	2%
CCCn1c(SCC(=O)c2ccc(CC)cc2)n[nH]c1=O	0.0%	0.0%	-4%	0.8	46	16%	13%	-5%	2.1%	-32%
CCC(C)[C@H](NC(=O)N1CC(=O)Nc2ccccc21)C(=O)Nc1nccs1 (stereo not given in full)	-0.1%	0.5%	14%	0.4	59	3%	-13%	-7%	-6.5%	-14%
COC(=O)CSc1nc(C)c2c(n1)CCCC2	-0.1%	0.6%	15%	3.2	39	2%	-37%[20 µM]	-1%	/	-34%
O=C(Nc1ccc(F)cc1)c1cc(Cl)sc1Cl	1.0%	0.2%	-13%	-1.0	47	5%	7%	4%	-1.8%	-21%
CC(C)(C)C(=O)N1CCn2c1nc1ccccc12	-0.1%	0.5%	4%	0.2	64	13%	/	12%	/	-24%
O=C(NC1CCCc2ccccc21)C1CCN(S(=O)(=O)c2cccc3nsnc23)CC1 (stereo not given)	0.7%	1.9%	1%	1.2	51	4%	4%	3%	-3.2%	-4%
Cc1ccc(S(=O)(=O)NCC(=O)OCC(=O)Nc2ncc(Cl)cc2Cl)cc1	-0.2%	2.9%[50 µM]	-2%	2.8	53	7%	5%	-6%	0.7%	-20%

Not all compounds are listed; the hit share may differ from the screen's.
